HTR5A inv ag = HTR5A inverse agonism, opioid heterodimer counter-screen; P47898; HTR5A cell line, luminescence; inhibition, % at 9.3 µM; AID 504634; actives 0.083% (n = 340,000); in the data active = inhibition mostly above about 23%, no sharp cut-off; inactive = mostly below about 18%;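 note: 0% = cells with DMSO and 100% = no-cell wells with DMSO; some compounds called inactive have numbers as strong as hits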
Target sequence (P47898 whole entry, looked up): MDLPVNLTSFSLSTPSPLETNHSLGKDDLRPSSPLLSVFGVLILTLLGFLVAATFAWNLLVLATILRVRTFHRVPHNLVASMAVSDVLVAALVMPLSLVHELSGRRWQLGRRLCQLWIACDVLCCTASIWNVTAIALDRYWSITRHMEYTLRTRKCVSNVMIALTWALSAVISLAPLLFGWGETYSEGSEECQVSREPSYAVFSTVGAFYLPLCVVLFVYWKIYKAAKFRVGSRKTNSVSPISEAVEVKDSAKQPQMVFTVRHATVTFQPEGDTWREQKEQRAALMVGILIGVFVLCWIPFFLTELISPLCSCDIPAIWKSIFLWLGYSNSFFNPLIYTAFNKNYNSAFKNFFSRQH
DAGLB inhibitor = diacylglycerol lipase beta (human) inhibition; AID 504411; inhibition, % at 5.17 µM; HEK293T DAGLB membrane lysate, EnzChek fluorogenic substrate; actives 0.059% (n = 340,000); in the data active = inhibition above about 34%;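 note: 0% = enzyme with vehicle and 100% = wells lacking enzyme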
Target sequence (Q8NCG7 whole entry, looked up): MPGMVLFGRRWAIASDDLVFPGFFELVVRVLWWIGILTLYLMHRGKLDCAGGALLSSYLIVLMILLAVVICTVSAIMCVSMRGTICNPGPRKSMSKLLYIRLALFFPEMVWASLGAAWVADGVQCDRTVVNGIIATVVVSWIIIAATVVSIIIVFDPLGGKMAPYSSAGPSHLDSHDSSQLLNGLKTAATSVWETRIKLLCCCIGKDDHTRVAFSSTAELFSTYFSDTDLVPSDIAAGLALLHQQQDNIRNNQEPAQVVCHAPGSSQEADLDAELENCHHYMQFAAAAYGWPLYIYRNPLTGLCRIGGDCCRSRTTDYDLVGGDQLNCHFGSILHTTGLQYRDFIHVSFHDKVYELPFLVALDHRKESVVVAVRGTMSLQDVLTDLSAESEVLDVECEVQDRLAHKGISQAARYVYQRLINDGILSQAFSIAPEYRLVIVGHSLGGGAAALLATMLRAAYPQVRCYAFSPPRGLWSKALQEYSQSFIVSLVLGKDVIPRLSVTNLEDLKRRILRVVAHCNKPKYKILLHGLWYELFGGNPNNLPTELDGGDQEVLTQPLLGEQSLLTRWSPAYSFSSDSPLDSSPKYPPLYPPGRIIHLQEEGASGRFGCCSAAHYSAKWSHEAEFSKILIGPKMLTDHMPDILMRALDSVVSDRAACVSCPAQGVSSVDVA
PKA-R2B act = PKA-R2B complex activation; P22694+P31323; PKA-R2B holoenzyme dissociation, Cy5-IP20 fluorescence polarization; R2B truncated from residue 108, S112A mutant; 0% DMSO only, 100% 113 µM cGMP; activation, % at 11.4 µM; actives 0.079% (n = 340,000); AID 504700;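 active = activation above a cutoff set at the mean over all compounds plus 3 SD, cut at about 18% in these data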;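 note: higher means more holoenzyme dissociation and a rise in polarization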
HTR5A ag ctr = counter-screen for OPRM1-OPRD1 agonists: human HTR5A agonism; HTR5A agonist assay, luminescence, cell-based; activation, % at 9.3 µM; actives 0.61% (n = 340,000); in the data active = activation mostly above about 9.5%, no sharp cut-off; inactive = mostly below about 7.6%;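 note: 0% = cells with vehicle only and 100% = reference agonist; strong numbers were not always called active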
OPRM1-OPRD1 ag = agonists of human mu-delta opioid receptor heterodimerization. cells, OPRM1-OPRD1 heterodimerization, luminescence. P35372+P41143. activation, % at 9.3 µM. AID 504326. actives 0.3% (n = 340,000); in the data active = activation above about 18%;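 note: 0% = vehicle-treated cells and 100% = reference agonist; values of inactives mirror those of a sister screen read the other way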
DSG3 Ab inh = human desmoglein-3 autoantibody binding inhibition | DSG3-coupled beads, scFv-anti-DSG3-GFP binding, flow cytometry; active compounds read low | binding (percent of control), % at 10 µM | actives 0.48% (n = 310,000);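 active = binding more than 3 SD below its plate's average and above zero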;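 note: hits lower antibody fragment binding to DSG3; some compounds called inactive have numbers as strong as hits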
Arr AP2 block = blocks beta-arrestin peptide binding to AP2 adaptin. FITC-arrestin peptide / GST-AP2 beads, flow cytometry; AP2 beta2 appendage carries R879A mutation. inhibition, % at 10 µM. actives 0.31% (n = 340,000);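 active = inhibition above a set limit, near 3 SD of compounds lacking own fluorescence, cut at about 54% in these data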;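 note: plate controls were DMSO wells for no effect and 5 µM unlabelled arrestin peptide for full effect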
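Assay system: GST-AP2 R879A bound to glutathione beads, E. coli-expressed; Medium: PBS with 0.05% Tween 20 and 0.1% BSA; Also added: fluorescein-tagged arrestin peptide at 50 nM final; Timing: 12 min plus 1 h, RT; Measured by: flow cytometry, FL1 (488/535 nm); Evaluation: percent drop in bead-associated FITC signal.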
V-ATPase pHluor = alters yeast V-ATPase proton transport. S. cerevisiae, pHLuorin cytosolic pH fluorescence. response, % at 10 µM. actives 0.37% (n = 350,000); in the data active = response mostly above about 7.3%, no sharp cut-off; inactive = mostly below about 5.4%; note: actives read high; inactives centre near 0; some compounds called inactive have numbers as strong as hits; reference of the scale not given here
OPRM1-OPRD1 inv = mu-delta opioid heterodimer inverse agonism. P35372+P41143. actives 0.21% (n = 340,000). cell-based MOR-DOR heterodimer luminescence. inhibition, % at 9.3 µM; in the data active = inhibition above about 22%, passing the limit was not always enough;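 note: 0% = cells with DMSO and 100% = wells without cells with DMSO; values of inactives mirror those of a sister screen read the other way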
PKA-R1A act = activators of PKA-R1A complex; P00514+P68181; PKA-R1A dissociation, Cy5-IP20 fluorescence polarization; scaled: DMSO 0%, 113 µM cGMP 100%; activation, % at 11.4 µM; actives 0.083% (n = 340,000);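 active = percent activation above the mean of all tested compounds plus 3 SD, cut at about 19% in these data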;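 note: higher means more PKAc released from R1A so a rise in polarization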
The depositor's hits bear a star; . = not tested or not shown.

SMILES	HTR5A inv ag	DAGLB inhibitor	PKA-R2B act	HTR5A ag ctr	OPRM1-OPRD1 ag	DSG3 Ab inh	Arr AP2 block	V-ATPase pHluor	OPRM1-OPRD1 inv	PKA-R1A act
CCCn1cc(S(=O)(=O)CC(=O)Nc2ccc(OC)cc2OC)c2ccccc21	-4.8	-1.0	-10.6	-0.8	4.5	84.3	3.0	-0.4	-25.2	-6.7
CC(=O)Nc1nonc1NC(=O)c1ccc(C(C)(C)C)cc1	-5.8	-0.3	-3.0	1.6	-1.0	94.0	31.2	4.0	4.8	-7.6
CCCC(=O)Nc1sc2c(c1C#N)CCCC2	-6.2	-6.1	-11.2	2.1	-1.4	101.7	-8.4	-0.6	8.2	-3.3
COCCNC(=S)N1CCN(Cc2cccc(OC)c2)CC1	-9.3	0.3	-12.5	3.3	-0.7	95.7	-10.8	2.5	3.7	-1.1
O=C(c1cncc(Br)c1)N1CCN(S(=O)(=O)c2ccc3ccccc3c2)CC1	6.3	-1.6	-1.7	-2.5	1.1	.	-3.7	1.2	-4.6	-19.5
Cn1c(N)c(C(=O)COC(=O)c2ccc(Cl)c(S(=O)(=O)N3CCCCC3)c2)c(=O)n(C)c1=O	8.9	1.9	8.4	-1.7	-1.7	78.4	27.9	2.2	8.8	-2.9
Cc1cc(S(=O)(=O)Nc2ccc(C(=O)NCCCN3CCCC3=O)cc2)ccc1F	-7.0	1.2	-5.0	4.2	-0.1	103.4	-20.6	5.7	0.9	-6.7
O=C1[C@H]2[C@H](ON3CCCC[C@H]23)C(=O)N1c1ccc(Cl)cc1	-6.4	-1.3	1.0	2.3	-2.3	107.4	8.2	-1.1	12.3	4.4
O=C(CSc1nnc(COc2ccccc2)o1)N1CCOCC1	-17.5	-0.4	-5.0	0.6	1.0	97.2	-3.8	-3.0	-4.9	4.1
N#Cc1ccc(OCCOCCNC2CCCC2)cc1	-5.1	0.5	-19.5	-0.3	-2.1	91.5	-0.7	1.6	13.4	-5.9
CCOC(=O)Cc1nnc(NC(=O)CSc2ccccc2)s1	-18.8	-3.7	-0.4	4.2	-3.4	106.9	7.7	1.4	13.9	-4.6
O=C(OCC(=O)N1CCc2ccccc21)c1ccc([N+](=O)[O-])o1	3.0	0.7	-8.6	3.3	2.8	94.2	3.0	1.4	-11.2	-8.1
CCOc1ccc(-n2c(SCC(=O)NC3CCS(=O)(=O)C3)nnc2-c2cccnc2)cc1 (stereo unspecified)	2.0	1.9	3.3	-4.0	-1.3	102.7	14.6	1.2	5.7	1.6
N/C(=N\OS(=O)(=O)c1cc(Cl)ccc1Cl)c1ccncc1	-18.2	3.8	-6.6	6.6	-2.1	98.9	5.9	1.4	9.1	8.8
COc1cc(NC(=O)CCc2nnc3ccc(N4CCN(c5cccc(OC)c5)CC4)nn23)cc(OC)c1	-0.2	2.6	2.1	4.2	-1.3	.	-8.7	-2.4	7.2	-5.0
CNC(=O)C1CCN(S(=O)(=O)c2c(C)noc2/C=C/c2cccc(OC)c2)CC1	1.9	-1.5	-0.7	-0.7	-1.7	96.3	2.7	0.8	8.9	-4.2
CSc1nnc(Cc2ccc3c(c2)OCO3)o1	-15.1	1.7	14.2	-3.0	-1.9	107.9	-2.4	3.5	11.9	-3.3
CCN(CC)S(=O)(=O)c1ccc(Cl)c(C(=O)NC2CCCC2)c1	13.2	-0.6	-6.5	-4.7	-1.4	101.2	19.4	8.0	7.4	6.5
CCOc1ccc(N2C(=O)C3CCCN3C2=O)cc1 (stereo unspecified)	1.9	-1.7	-2.3	-0.5	0.2	91.0	10.7	0.0	-0.9	0.7
COCCCN1C(=O)C(O)=C(C(=O)c2ccco2)C1c1ccccc1 (stereo unspecified)	-3.5	-1.8	-10.7	1.4	-1.7	99.6	-1.7	1.2	9.6	-1.6
Cn1c(CCN2CCN(c3ccccn3)CC2)nc2cc(NC(=O)COc3ccccc3)ccc21	-3.8	0.5	5.3	-2.0	-1.6	105.6	-7.8	1.6	8.1	-0.7
CCOc1ccccc1C(=O)N(CCC(=O)OC)c1ccccn1	-7.9	-2.5	-0.4	-2.3	-1.5	101.4	-2.0	-4.6	9.1	-11.2
O=C(Cc1ccccc1)NCC1CCCO1 (stereo unspecified)	-12.9	-0.8	-10.1	5.7	-1.0	103.4	7.9	-1.4	5.7	-6.6
CCOC(=O)Cn1c2c(c(=N)c3ccccc31)CCC2	-8.2	2.6	-0.9	-0.9	1.4	104.2	14.8	-0.1	-8.1	0.3
COc1ccc(-c2csc(Nc3ccccn3)n2)cc1OC	-15.1	0.2	-5.3	4.0	-0.2	124.0	-0.3	0.2	0.9	2.3
O=C(C/C(=N\NC(=O)c1ccccc1Br)C(F)(F)F)c1cccs1	7.1	7.6	0.5	-2.7	-1.6	92.8	-2.7	1.9	9.9	-15.2
CCOC(=O)c1csc(CCNC(=O)c2ccccc2)n1	.	-3.7	-0.4	.	.	101.9	.	-4.2	.	-4.2
c1ccc(COc2ccc(OCCCN3CCCCC3)cc2)cc1	-18.9	0.6	-11.5	-5.0	-1.9	110.3	3.4	3.6	11.5	-1.6
COc1ccc(Br)cc1-c1nc(CCl)cs1	10.6	-7.5	-2.4	-4.4	-2.9	95.5	43.4	4.5	14.1	-10.1
Cc1c(C#N)c(N)nc2c3c(sc12)NC(=O)CC3c1ccc(F)cc1 (stereo unspecified)	8.3	0.4	-9.3	2.4	-1.4	108.3	0.7	-1.5	7.5	-2.2
Cc1ccc(NC(=O)CC(=O)c2ccc([N+](=O)[O-])cc2)cc1S(=O)(=O)Nc1cccc(Cl)c1	6.9	8.4	-2.9	2.5	6.0	95.7	2.6	-2.9	-43.3	6.1
CCOc1ccc(N=c2oc3cc(O)ccc3cc2C(=O)NCC2CCCO2)cc1 (stereo unspecified)	18.5	1.4	-5.8	2.0	-1.5	104.6	6.5	0.6	7.8	-1.2
Cc1nn(-c2ccccc2)c2c1C(c1ccc(F)cc1F)C(C#N)=C(N)O2 (stereo unspecified)	-17.1	0.6	-2.3	0.4	-0.6	103.0	-2.0	0.1	3.2	-1.0
COc1ccc(/C=C/C(=O)OCc2csc(-c3ccccc3)n2)cc1OC	-5.8	-5.3	0.1	1.6	-0.6	100.3	-4.3	1.4	3.1	-7.2
COc1ccc2c(c1)c(C(=O)N/N=C/c1cn(C)c3ccccc13)c(C)n2C	-4.7	-1.0	3.9	-2.2	-1.8	.	-2.4	0.6	9.0	6.4
COc1ccc(CC2(CO)CCN(Cc3cnn(-c4ccccc4)c3)CC2)cc1	-2.1	1.5	-6.8	0.8	0.1	102.6	11.8	16.1	-0.5	2.4
CCCCN1C(=O)C(CC(=O)NC2CC2)CC(C(=O)N2CCOCC2)=C1C (stereo unspecified)	.	-0.1	4.0	.	.	93.8	.	-1.1	.	-3.3
CCCCNC(=O)C1CCCNC1=O (stereo unspecified)	4.0	-0.9	3.6	-1.7	3.3	97.5	-1.7	3.4	-19.9	3.0
Cn1c(=O)cc(SCC(=O)NCC2CCCO2)c2ccc(Cl)cc21 (stereo unspecified)	12.7	1.8	-0.5	-0.2	-0.1	100.4	2.5	-2.1	0.3	8.1
O=C(CNc1ccc(F)cc1)N/N=C1\CCCc2ccccc21	-41.6	-5.7	-2.4	15.9*	5.0	106.1	6.4	4.4	-28.4	-1.4

Overlap with the part before: four entries, followed by the next part.
SMILES	HTR5A inv ag	DAGLB inhibitor	PKA-R2B act	HTR5A ag ctr	OPRM1-OPRD1 ag	DSG3 Ab inh	Arr AP2 block	V-ATPase pHluor	OPRM1-OPRD1 inv	PKA-R1A act
CCCCN1C(=O)C(CC(=O)NC2CC2)CC(C(=O)N2CCOCC2)=C1C (stereo unspecified)	.	-0.1	4.0	.	.	93.8	.	-1.1	.	-3.3
CCCCNC(=O)C1CCCNC1=O (stereo unspecified)	4.0	-0.9	3.6	-1.7	3.3	97.5	-1.7	3.4	-19.9	3.0
Cn1c(=O)cc(SCC(=O)NCC2CCCO2)c2ccc(Cl)cc21 (stereo unspecified)	12.7	1.8	-0.5	-0.2	-0.1	100.4	2.5	-2.1	0.3	8.1
O=C(CNc1ccc(F)cc1)N/N=C1\CCCc2ccccc21	-41.6	-5.7	-2.4	15.9*	5.0	106.1	6.4	4.4	-28.4	-1.4
Cc1noc(NS(=O)(=O)c2ccc(N/C=C\C(=O)c3ccc4c(c3)OCO4)cc2)c1C	1.4	5.2	7.4	-2.7	-1.1	97.0	23.6	-1.0	6.1	-9.4
CN1CCN(C(=O)c2ccc3c(c2)NC(=O)C(C)(C)O3)CC1	8.7	-1.7	4.0	3.1	-2.3	.	-1.9	-5.8	11.6	-0.7
COc1cccc(C(=O)N/N=c2/oc3ccccc3cc2C(N)=O)c1	-9.8	-1.1	4.7	2.7	-3.9	87.0	0.5	-1.1	20.1	-0.8
CC(C)CCn1c(=O)c(C(=O)N/N=C/c2cccc(F)c2)c(O)c2ccccc21	-0.7	-1.1	-1.3	2.1	0.2	95.9	-1.6	4.1	-1.2	4.2
Cc1onc(-c2ccccc2Cl)c1C(=O)N1CCCCC1C (stereo unspecified)	-12.4	0.4	3.2	-1.7	2.6	123.0	2.5	3.4	-21.8	1.6
CC1=C(C(=O)Nc2ccccc2)C(c2ccc(C)o2)n2c(s/c(=C\c3ccco3)c2=O)=N1 (stereo unspecified)	-5.7	0.0	-13.0	-1.3	1.6	.	-6.3	0.6	-9.3	-7.2
Cc1cc(C)cc(NC(=O)c2ccc(CN3CCc4ccccc4C3)cc2)c1	-10.3	-11.8	5.7	2.8	4.8	101.2	7.8	-2.8	-22.7	1.2
CC(C)Sc1nc2c(c(=O)n(C)c(=O)n2C)n1C	-35.2	-0.7	-3.6	5.5	-0.2	88.0	7.5	-1.7	1.2	0.9
CCc1ccccc1NC(=O)C1=CN2CCS(=O)(=O)N=C2C=C1	-9.7	0.9	-2.1	3.2	-1.0	85.0	-11.1	-0.7	6.4	-3.5
O=C(Nc1ccccc1)c1cn(CCBr)cn1	10.9	0.5	-1.3	4.5	-1.2	96.3	6.6	-0.5	6.0	-7.9
CC(C)OCCCN1CC(=O)N2[C@@H](Cc3c([nH]c4ccccc34)C2(C)C)C1=O	-4.3	-1.6	-7.7	1.2	0.0	106.0	1.8	1.4	-0.1	-6.5
COc1cccc(N2CCN(S(=O)(=O)c3ccc(CN4C(=O)c5cccnc5C4=O)cc3)CC2)c1	6.1	0.6	-0.4	0.9	-2.9	102.8	-11.0	5.6	14.7	-14.4
FC(F)(F)c1cccc(-c2cc3ccccc3nc2N2CCCC2)c1	3.8	-7.7	-11.6	-1.3	2.4	104.8	0.5	0.5	-13.9	5.5
Oc1c(C=C2N=c3ccccc3=N2)sc(=S)n1-c1ccccc1	-14.6	-0.1	-12.1	5.6	6.8	89.3	14.2	-1.8	-34.7	-9.7
O=C(Nc1nc2c(s1)CCCC2)C1CCCN1C(=O)c1cccs1 (stereo unspecified)	-5.4	1.4	1.6	2.1	-0.6	92.0	9.6	0.4	2.8	0.5

Screening results (PubChem BioAssay)

Rows are unselected (roughly 2.4% active in at least one column).
